Screening results deposited in PubChem BioAssay by several laboratories.
TDP2 absorb – TDP2 (human) inhibition, absorbance primary screen; recombinant TDP2, T5PNP hydrolysis, p-nitrophenol absorbance 415 nm; 0.34% of 370,000 active; AID 720702; inhibition, % at 12.8 µM; O95551;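 active means inhibition above the mean of all tested compounds plus 3 SD, set per campaign, cut at about 25% in these data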;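 further: 0% = DMSO with enzyme and 100% = buffer with substrate but no TDP2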
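test system = human TDP2 enzyme | input = TDP2 enzyme at 120 nM final | medium = 50 mM Tris-HCl pH 7.5 with Mg2+, KCl, DTT, BSA | also added = T5PNP substrate, 5 mM | times = 2 h at 37 °C | technique = epi absorbance | benchmarks = high control without enzyme, low control DMSO plus TDP2 | replication = each compound tested once, singlicate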
HTRA1 inh – HTRA1 (human) protease inhibition; Q92743; recombinant HTRA1, FP-rhodamine activity-based probe, fluorescence polarization; inhibition, % at 5.96 µM; 0.5% of 340,000 active; in the data active means inhibition above about 36%;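 further: 0% = enzyme with DMSO and 100% = wells lacking enzyme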
PRMT1 FP inh – blocks human protein arginine methyltransferase 1; recombinant PRMT1, activity-based probe fluorescence polarization; inhibition, % at 2.79 µM; 1.3% of 370,000 active; AID 652257;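 active means inhibition above about 21% made by adding two undisclosed values, limit read from the data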
rCAG RNA binder – molecules binding r(CAG) RNA repeats. r(CAG) RNA repeat, TO-PRO-1 dye displacement fluorescence. inhibition, % at 3 µM. 1.3% of 370,000 active;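 active means inhibition above the plate cutoff, the mean of all test compounds on that plate plus 3 SD, cut at about 35% in these data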;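 further: 0% = DMSO alone and 100% = 100 µM mitoxantrone as full dye displacement; higher means more dye released from RNA so lower well fluorescence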
TCR-CD3 inh – human TCR-CD3 binding inhibition; 0.37% of 360,000 active; TAMRA-labeled TCR probe fluorescence, biochemical; inhibition, % at 9.4 µM; in the data active means inhibition above about 19%;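 further: recombinant mutant TCR 2C K166C tagged with TAMRA read by polarization; 0% = receptor in buffer alone and 100% = receptor with positive control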
LEDGF integ inh – blocks HIV-1 LEDGF/p75-dependent DNA integration; TR-FRET IN-LEDGF/p75 DNA integration, Eu/Cy5; 0.64% of 370,000 active; inhibition, % at 3.7 µM; AID 743269;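 active means inhibition above the screen-wide mean plus 3 SD, cut at about 13% in these data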;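 further: signal is the Cy5 over europium emission ratio at 671 and 618 nm; 0% = plate median of compound wells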
mABHD4 FP – inhibitors of mouse ABHD4; purified mABHD4, FP-Rh probe fluorescence polarization; AID 720543; 0.54% of 370,000 active; Q8VD66; inhibition, % at 8.92 µM;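 active means inhibition exceeding the mean over every tested compound plus 3 SD, cut at about 30% in these data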;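 further: 0% = plate median of compound wells and 100% = S159A mutant with DMSO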
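Test system: mABHD4 protein | Buffer or medium: HEPES pH 7.0 buffer, 150 mM NaCl, 0.01% Pluronic F-127 | Probe or stimulus: FP-Rh fluorescent activity-based probe, added after compound pre-incubation | Timing: Pre-incubation 45 min, probe exposure 60 min, at 25 °C | Technique: Fluorescence polarization, excitation 525 nm, emission 598 nm, BODIPY TMR filters | Repeats: Single well per compound (singlicate)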
SIAE inh – blocks human sialic acid acetylesterase; inhibition, % at 9.66 µM; AID 1053197; 0.69% of 370,000 active; SIAE FP-Rh probe binding, fluorescence polarization; Q9HAT2;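 active means inhibition above a cutoff: mean of compounds within the control limits plus 3 SD of those, cut at about 17% in these data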;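 further: 0% = plate median of compound wells and 100% = probe without SIAE protein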
MBD2 inh – blocks human MBD2 binding to methylated DNA. inhibition, % at 4.4 µM. 0.31% of 370,000 active. AID 686964. Q9UBB5. TR-FRET, MBD2 binding to methylated oligonucleotide; in the data active means inhibition above about 13%
GC-B act – GC-B (human) receptor activation; P20594; HEK293-GC-B cells, CNP EC30, cGMP TR-FRET; 0% at EC30 CNP, 100% saturating CNP; activation, % at 10 µM; 0.11% of 370,000 active;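 active means activation at 10 µM reaching about 35% in either raw or pattern-adjusted values, limit read from the data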
Target sequence (P20594 whole entry, looked up): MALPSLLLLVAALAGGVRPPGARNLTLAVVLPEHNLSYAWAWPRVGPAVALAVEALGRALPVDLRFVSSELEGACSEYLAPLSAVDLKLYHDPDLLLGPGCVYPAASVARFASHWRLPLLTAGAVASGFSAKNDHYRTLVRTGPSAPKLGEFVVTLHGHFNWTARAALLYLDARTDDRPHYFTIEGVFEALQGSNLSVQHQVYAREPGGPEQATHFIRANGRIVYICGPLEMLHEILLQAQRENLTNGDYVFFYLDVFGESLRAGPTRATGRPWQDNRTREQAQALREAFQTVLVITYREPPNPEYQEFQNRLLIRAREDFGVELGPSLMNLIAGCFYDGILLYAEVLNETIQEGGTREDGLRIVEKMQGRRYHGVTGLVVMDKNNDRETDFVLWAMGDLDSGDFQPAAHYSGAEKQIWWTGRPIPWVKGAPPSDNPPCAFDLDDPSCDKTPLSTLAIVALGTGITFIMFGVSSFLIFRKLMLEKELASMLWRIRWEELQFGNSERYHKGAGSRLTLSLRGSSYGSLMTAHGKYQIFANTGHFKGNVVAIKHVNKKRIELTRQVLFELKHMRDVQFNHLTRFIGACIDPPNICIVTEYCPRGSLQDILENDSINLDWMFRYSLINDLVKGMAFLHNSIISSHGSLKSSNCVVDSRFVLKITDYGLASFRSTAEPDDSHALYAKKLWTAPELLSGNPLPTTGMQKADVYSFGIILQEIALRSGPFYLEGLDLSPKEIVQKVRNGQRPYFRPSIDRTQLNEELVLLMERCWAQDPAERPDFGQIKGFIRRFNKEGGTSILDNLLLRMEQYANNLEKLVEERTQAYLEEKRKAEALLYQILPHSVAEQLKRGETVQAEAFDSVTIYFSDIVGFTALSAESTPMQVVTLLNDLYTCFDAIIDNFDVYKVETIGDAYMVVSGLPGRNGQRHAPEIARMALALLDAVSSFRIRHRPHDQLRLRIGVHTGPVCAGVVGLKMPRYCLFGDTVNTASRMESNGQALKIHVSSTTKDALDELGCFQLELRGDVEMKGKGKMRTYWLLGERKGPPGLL
* marks the source's active call; other numbers are inactive results. These rows are one share of the data; count on the stated rates, not on these rows.

`C[C@H]1C(=O)[C@]23C[C@H]1CC[C@H]2[C@]1(C)[C@@H](O)CC[C@@](C)(C(=O)O)[C@H]1C[C@@H]3O` gave TDP2 absorb 11, PRMT1 FP inh 0, rCAG RNA binder 1, LEDGF integ inh 0, mABHD4 FP 2, SIAE inh 0, MBD2 inh 2 and GC-B act 2.
For O=S(=O)(c1cccc(NC(=S)N2CCN(c3ccccc3)CC2)c1)C(F)F the results were TDP2 absorb 2, HTRA1 inh -3, PRMT1 FP inh -3, rCAG RNA binder 5, TCR-CD3 inh -2, LEDGF integ inh -1, mABHD4 FP -12, SIAE inh 4, MBD2 inh 4 and GC-B act 3.
For CCN(CC)c1ccc(N2C(=O)/C(=C\c3cccnc3)SC2=S)cc1 the results were TDP2 absorb -18, HTRA1 inh -2, PRMT1 FP inh 4, rCAG RNA binder 3, TCR-CD3 inh -7, LEDGF integ inh 5, mABHD4 FP -11, SIAE inh -3, MBD2 inh -1 and GC-B act -4.
Screening CN(Cc1ccccc1)C(=O)CCN1C(=O)c2cccc([N+](=O)[O-])c2C1=O returned TDP2 absorb -3, HTRA1 inh 2, PRMT1 FP inh -3, rCAG RNA binder 1, TCR-CD3 inh 4, LEDGF integ inh 3, mABHD4 FP 0, SIAE inh -10, MBD2 inh -1 and GC-B act 2.
Screening O=C(COC(=O)c1ccccc1C(=O)c1ccccc1)NCCc1ccccc1 returned TDP2 absorb -2, HTRA1 inh 2, PRMT1 FP inh -4, rCAG RNA binder -9, TCR-CD3 inh 10, LEDGF integ inh 0, mABHD4 FP 1, SIAE inh -2, MBD2 inh -5 and GC-B act -6.
`C=CCc1cc2c(oc(=O)c3ccccc32)c(C)c1O` gave TDP2 absorb 0, HTRA1 inh -25, PRMT1 FP inh -1, rCAG RNA binder 9, TCR-CD3 inh 3, LEDGF integ inh -1, mABHD4 FP -11, SIAE inh 2, MBD2 inh -1 and GC-B act 4.
CC(C)(C)c1nnc2cccc(Cl)n12 was read as TDP2 absorb -4, HTRA1 inh 2, PRMT1 FP inh -1, rCAG RNA binder -1, TCR-CD3 inh 4, LEDGF integ inh 3, mABHD4 FP 1, SIAE inh 4 and MBD2 inh 5.
Screening O=C(N1CCOCCOc2ccccc2OCCOCC1)C(F)(F)F returned TDP2 absorb -3, HTRA1 inh 2, PRMT1 FP inh -3, rCAG RNA binder -3, TCR-CD3 inh 1, LEDGF integ inh 6, mABHD4 FP -6, SIAE inh 10, MBD2 inh -7 and GC-B act -1.
Screening Cc1ccc(S(=O)(=O)Cc2ccc(C(=O)N3CCCCCC3)o2)cc1 returned TDP2 absorb 2, HTRA1 inh -10, PRMT1 FP inh 1, rCAG RNA binder 0, TCR-CD3 inh -5, LEDGF integ inh 4, mABHD4 FP 6, SIAE inh 3, MBD2 inh 1 and GC-B act -3.
`O=C1c2ccccc2S(=O)(=O)N1Cc1nc2ccccc2s1` gave TDP2 absorb 0, HTRA1 inh -2, PRMT1 FP inh 0, rCAG RNA binder 1, TCR-CD3 inh -1, LEDGF integ inh -1, mABHD4 FP -4, SIAE inh 0, MBD2 inh 0 and GC-B act -7.
Screening Cc1ccc(OCC(=O)N2N=C(c3ccc(Cl)cc3)CC2c2ccco2)c([N+](=O)[O-])n1 (centres undefined) returned TDP2 absorb -10, HTRA1 inh -21, PRMT1 FP inh 2, rCAG RNA binder 0, TCR-CD3 inh 0, LEDGF integ inh -5, mABHD4 FP -6, SIAE inh -5, MBD2 inh 1 and GC-B act -1.
CC(=O)c1ccc(NC(=O)c2cnn3c(C(F)F)cc(C4CC4)nc23)cc1 was read as TDP2 absorb -6, HTRA1 inh 2, PRMT1 FP inh 0, rCAG RNA binder 2, TCR-CD3 inh 4, LEDGF integ inh -1, mABHD4 FP 3, SIAE inh -10, MBD2 inh -2 and GC-B act -6.
`Cc1c(C)n(C(=O)CSc2ncn[nH]2)c2ccccc12` gave TDP2 absorb 4, HTRA1 inh -3, PRMT1 FP inh -4, rCAG RNA binder 5, TCR-CD3 inh 8, LEDGF integ inh -2, mABHD4 FP 0, SIAE inh -1, MBD2 inh 0 and GC-B act -1.
COc1cccc(N2CCN(CC(=O)C34CC5CC(CC(C5)C3)C4)CC2)c1 was read as TDP2 absorb 0, HTRA1 inh 3, PRMT1 FP inh -4, rCAG RNA binder 3, TCR-CD3 inh 3, LEDGF integ inh -2, mABHD4 FP 5, SIAE inh 4, MBD2 inh 0 and GC-B act 3.
For O=S(=O)(N/N=C/c1cn(Cc2ccccc2)c2ccccc12)c1ccccc1 the results were TDP2 absorb 5, HTRA1 inh -21, PRMT1 FP inh 2, rCAG RNA binder 29, TCR-CD3 inh 6, LEDGF integ inh 3, mABHD4 FP -27, SIAE inh -2, MBD2 inh -2 and GC-B act -3.
Screening CCOC(=O)N1CCC(N2C(=O)c3ccccc3C2Nc2cc(OC)c(OC)c(OC)c2)CC1 (centres undefined) returned TDP2 absorb 3, HTRA1 inh -3, PRMT1 FP inh 0, rCAG RNA binder 1, TCR-CD3 inh -1, LEDGF integ inh 0, mABHD4 FP 2, SIAE inh 4, MBD2 inh -3 and GC-B act -12.
For N#Cc1ccc(-c2c(-c3ccccc3)ncc3cc(F)ccc23)cc1 the results were TDP2 absorb 2, HTRA1 inh -24, PRMT1 FP inh 0, rCAG RNA binder -2, TCR-CD3 inh -4, LEDGF integ inh 2, mABHD4 FP -6, SIAE inh 1, MBD2 inh 2 and GC-B act -6.
For CC1CCc2c(sc(NC(=O)CCCn3cnc([N+](=O)[O-])n3)c2C(N)=O)C1 (centres undefined) the results were TDP2 absorb 12, HTRA1 inh 1, PRMT1 FP inh -2, rCAG RNA binder 1, TCR-CD3 inh 5, LEDGF integ inh -1, mABHD4 FP -9, SIAE inh -1, MBD2 inh -2 and GC-B act 0.
Screening CC(C)CC(=O)Nc1ccc(C(=O)COC(=O)CN2C(=O)NC3(CCCCC3C)C2=O)cc1 (centres undefined) returned TDP2 absorb -8, HTRA1 inh -6, PRMT1 FP inh 2, rCAG RNA binder -3, TCR-CD3 inh 1, LEDGF integ inh -6, mABHD4 FP 3, SIAE inh 3, MBD2 inh 1 and GC-B act 0.
For CCOC(=O)C1CCCN(C(=O)CCn2nc(-c3ccccc3)ccc2=O)C1 (centres undefined) the results were TDP2 absorb 0, HTRA1 inh 3, PRMT1 FP inh -1, rCAG RNA binder -8, TCR-CD3 inh 0, LEDGF integ inh -1, mABHD4 FP -1, SIAE inh 1, MBD2 inh 2 and GC-B act 0.
`COc1ccc(C(c2nnnn2Cc2ccccc2)N2CCN(C(=O)c3ccco3)CC2)cc1` (centres undefined) gave TDP2 absorb 4, HTRA1 inh -2, PRMT1 FP inh -2, rCAG RNA binder -7, TCR-CD3 inh -11, LEDGF integ inh 1, mABHD4 FP -1, SIAE inh 12, MBD2 inh 7 and GC-B act 0.
Screening CC(NC(=O)CN1C(=O)NC2(CCc3ccccc32)C1=O)c1ccccc1 (centres undefined) returned TDP2 absorb 0, HTRA1 inh 9, PRMT1 FP inh 2, rCAG RNA binder 3, TCR-CD3 inh -6, LEDGF integ inh 2, mABHD4 FP -8, SIAE inh 6, MBD2 inh 5 and GC-B act 7.
`CC(OC(=O)C1CC1)C(=O)Nc1cc(C(F)(F)F)ccc1Cl` (centres undefined) gave TDP2 absorb -10, HTRA1 inh 1, PRMT1 FP inh -1, rCAG RNA binder -4, TCR-CD3 inh 4, LEDGF integ inh -5, mABHD4 FP 4, SIAE inh 5, MBD2 inh -5 and GC-B act -3.
Screening Cc1cccn2c(=O)c3cc(C(=O)NCc4ccccc4)c(=N)n(CCCN4CCOCC4)c3nc12 returned TDP2 absorb -11, HTRA1 inh 1, PRMT1 FP inh -2, rCAG RNA binder 3, TCR-CD3 inh 5, LEDGF integ inh -1, mABHD4 FP 1, SIAE inh 1, MBD2 inh -7 and GC-B act -1.
For O=c1c(-c2cccc3ccccc23)[n+]([O-])c2ccccc2n1O the results were TDP2 absorb -10, HTRA1 inh 3, PRMT1 FP inh 25*, rCAG RNA binder 5, TCR-CD3 inh 9, LEDGF integ inh 0, mABHD4 FP 49*, SIAE inh 13, MBD2 inh 0 and GC-B act -3.
Cc1nn(-c2cccc(Cl)c2)nc1C(=O)O was read as TDP2 absorb 7, HTRA1 inh 1, PRMT1 FP inh -2, rCAG RNA binder 2, TCR-CD3 inh 8, LEDGF integ inh 0, mABHD4 FP 4, SIAE inh 5, MBD2 inh -2 and GC-B act -1.
c1ccc2nc(-c3ccncc3)ccc2c1 was read as TDP2 absorb 5, HTRA1 inh 6, PRMT1 FP inh -2, rCAG RNA binder -2, TCR-CD3 inh -1, LEDGF integ inh -2, mABHD4 FP -3, SIAE inh -1, MBD2 inh 2 and GC-B act 5.
CC1CCN(C(=O)COC(=O)c2ccccc2C(=O)c2ccccc2)CC1 was read as TDP2 absorb 1, HTRA1 inh 3, PRMT1 FP inh 0, rCAG RNA binder -1, TCR-CD3 inh -1, LEDGF integ inh -4, mABHD4 FP 3, SIAE inh 2, MBD2 inh 0 and GC-B act 3.
CC(C)CN(C(=O)COC(=O)C(C)N1C(=O)c2ccccc2C1=O)c1c(N)n(Cc2ccccc2)c(=O)[nH]c1=O (centres undefined) was read as TDP2 absorb -5, HTRA1 inh -2, PRMT1 FP inh -3, rCAG RNA binder -1, TCR-CD3 inh -1, LEDGF integ inh 5, mABHD4 FP -3, SIAE inh -8, MBD2 inh -6 and GC-B act 0.
For CCOc1ccc(N(CC(=O)N2CCCC2)S(=O)(=O)c2ccc(F)cc2)cc1 the results were TDP2 absorb -4, HTRA1 inh 1, PRMT1 FP inh 2, rCAG RNA binder -7, TCR-CD3 inh 6, LEDGF integ inh -1, mABHD4 FP 4, SIAE inh 5, MBD2 inh -3 and GC-B act -1.
O=C(Nc1cc([N+](=O)[O-])ccc1C(=O)Nc1cccnc1)c1ccccc1 was read as TDP2 absorb 18, HTRA1 inh -2, PRMT1 FP inh -1, rCAG RNA binder 5, TCR-CD3 inh 12, LEDGF integ inh 1, mABHD4 FP 8, SIAE inh -10, MBD2 inh -6 and GC-B act 1.
`COc1cc(CN2CCC(C(=O)N3CCC(C)CC3)CC2)cc(Br)c1O` gave TDP2 absorb -4, HTRA1 inh 6, PRMT1 FP inh 0, rCAG RNA binder -4, TCR-CD3 inh 10, LEDGF integ inh -4, mABHD4 FP 7, SIAE inh -2, MBD2 inh -7 and GC-B act 4.
`c1ccc(-c2nnc(CN3CCN(c4ccccc4)CC3)o2)cc1` gave TDP2 absorb 0, HTRA1 inh 7, PRMT1 FP inh 0, rCAG RNA binder 1, TCR-CD3 inh 1, LEDGF integ inh -3, mABHD4 FP 2, SIAE inh -2, MBD2 inh 0 and GC-B act -2.
